GlmU inhibition = inhibition of mycobacterial GlmU enzyme – biochemical, glucosamine-1-phosphate acetyltransferase (AID 1376); M. tuberculosis GlmU acetyltransferase enzyme assay; higher % means a stronger effect; 220,000 compounds, 0.25% hits; one-dose inhibition, %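 (tested at 30 µM in the primary screen)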; IC50 in µM for titrated hits; in the data active = inhibition above about 13%; inconclusive = no clear call, values can overlap the other calls;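 also: 0% = complete reaction with vehicle and 100% = reaction without substrate; strong numbers were not always called active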
Mtb RmlCD inh = inhibitors of Mycobacterium tuberculosis RmlC and RmlD coupled enzymes; P9WH09+P9WH11; RmlC+RmlD coupled enzyme assay, percent inhibition; primary screen in compound mixtures; inhibition, % at 3.6 µM; 160,000 compounds, 0.03% hits; in the data active = inhibition mostly above about 34%, no sharp cut-off; inconclusive = no clear call, values can overlap the other calls; inactive = mostly below about 22%; also: some results filed as inactive read as strong as hits
Target sequence (P9WH09 whole entry, looked up): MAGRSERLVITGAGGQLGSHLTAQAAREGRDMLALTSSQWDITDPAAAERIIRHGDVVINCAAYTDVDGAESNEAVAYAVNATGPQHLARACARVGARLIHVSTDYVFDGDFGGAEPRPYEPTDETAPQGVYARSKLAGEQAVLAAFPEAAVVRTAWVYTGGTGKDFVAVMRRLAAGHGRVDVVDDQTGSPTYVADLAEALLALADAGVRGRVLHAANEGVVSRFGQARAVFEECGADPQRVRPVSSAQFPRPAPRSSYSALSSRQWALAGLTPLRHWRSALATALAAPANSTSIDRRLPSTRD
Target sequence (P9WH11 whole entry, looked up): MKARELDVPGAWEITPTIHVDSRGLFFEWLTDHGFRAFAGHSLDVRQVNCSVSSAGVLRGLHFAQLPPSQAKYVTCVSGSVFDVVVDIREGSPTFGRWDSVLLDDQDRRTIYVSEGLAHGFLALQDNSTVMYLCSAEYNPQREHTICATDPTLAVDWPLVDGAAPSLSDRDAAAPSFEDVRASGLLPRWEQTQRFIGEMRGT
The depositor's hits bear a star; ? = inconclusive; . = not tested or not shown. Not all compounds are listed; the hit share may differ from the screen's.

structure	GlmU inhibition	Mtb RmlCD inh
CC(/C=N/Nc1ncc(C)c(=O)[nH]1)=C\c1ccccc1	-2.6%	-10.2
CCOC(=O)C(C)n1cnc2c(nnn2Cc2ccc(Cl)cc2)c1=O (stereo not drawn)	-1.1%	-1.7
CN(/C=C/C(=C/C=[N+](C)c1ccccc1)OCCCS(=O)(=O)[O-])c1ccccc1	-1.9%	8.8
N=c1n(CCc2ccccc2)c2ccccc2n1Cc1ccccc1F	-4.1%	.
COc1ccc(C2CC(c3ccc([N+](=O)[O-])cc3)=NN2C(=O)c2ccccc2)cc1OC (stereo not drawn)	2.9%	9.2
CCC(NC(=O)c1ccccc1NC(=O)c1ccccc1)C(=O)OC (stereo not drawn)	3.8%	8.4
CCOc1ccc(C2CC(c3cccc(C)c3)n3nc(N)nc3N2)cc1 (stereo not drawn)	1.0%	-9.4
COc1ccccc1C(=O)NCC(=O)n1nc(C)cc1C	-0.5%	.
c1ccc(-n2cnc3ccccc32)cc1	1.3%	-1.1
CCOc1cc(/C=N/n2cnnc2)ccc1O	1.8%	5.6
CCOC(=O)C1(c2ccccc2)CCN(Cc2cccc(C(=O)O)c2)CC1	-4.9%	-4.1
Cc1ccc(S(=O)(=O)Nc2nc(C)cc(NCCN)n2)cc1	1.9%	.
O=C(NC(N1CCOCC1)C(Cl)(Cl)Cl)c1ccc(F)cc1 (stereo not drawn)	3.0%	-10.4
COc1ccc(-c2ccc3oc(-c4ccc(OC)cc4)c(C#CCCO)c3c2)cc1	-0.1%	.
Nc1cc(Br)c(N)c(Br)c1	3.8%	-9.8
Cc1cc(C=C2C(=O)N(C)C(=S)N(C)C2=O)c(C)n1-c1ccncc1	1.4%	9.7
CCN(C(=O)CN1CCN(c2ccc(OC)cc2)CC1)c1c(N)n(Cc2ccccc2)c(=O)[nH]c1=O	-1.0%	-3.5
CC1=C(C(=O)OCc2ccccc2)C(c2ccc3ccccc3c2)NC(=O)N1CCCCCC(=O)O (stereo not drawn)	3.6%	.
CCCc1cc(=O)oc2cc(C)c(CN3CCCC3)c(O)c12	.	-3.3
CC1(C)CC(=O)C2=C(C1)NC(=O)CC2c1ccc(N(CCC#N)CCC#N)cc1 (stereo not drawn)	-4.3%	-1.8
COc1ccc(CN2C(=O)c3ccccc3C2=O)cc1C(=O)Nc1ccccc1N1CCOCC1	1.9%	2.2
COc1ccc(CCNC(=O)C(=O)NCCOc2ccccc2Cl)cc1OC	-1.8%	.
CC(=O)c1c[nH]c(C(=O)NCC2CCCO2)c1 (stereo not drawn)	-6.0%	9.6
CC(=O)Nc1cccc(NC(=O)CSc2ccc(-c3cccnc3)nn2)c1	-4.4%	-7.0
C=CCOc1ccc(/C(O)=C2/C(=O)C(=O)N(CCCn3ccnc3)C2c2ccco2)cc1 (stereo not drawn)	5.5%	7.8
O=S(=O)(Cc1cc(Sc2ccccc2)nc(-c2ccccc2)n1)c1ccccc1	-5.3%	5.8
CCC1(C)N(O)C(C)(C)C(c2ccc(F)cc2)=[N+]1[O-] (stereo not drawn)	6.9%	.
Cc1nn(C)cc1S(=O)(=O)N1CCN(Cc2ccccc2Cl)CC1	-1.7%	-2.0
COc1ccccc1NC(=O)/C=C\C(=O)O	-6.3%	5.5
Cc1ccc(-c2noc(CN(C(=O)CCCCCN3C(=O)c4ccccc4C3=O)C(C)C)n2)cc1	-3.8%	-8.9

Other entries follow:
structure	GlmU inhibition	Mtb RmlCD inh
NS(=O)(=O)c1ccc(CCNC(=O)C(=O)NCC2OCCN2C(=O)c2ccc3c(c2)OCO3)cc1 (stereo not drawn)	-3.6%	.
CC(C)C(=O)NNc1nc2ccccc2s1	-0.8%	.
Cc1c(P(=S)(c2ccccc2)c2ccccc2)[n+]2ccccc2n1C	-5.7%	10.3
O=C(NCCc1ccccc1)c1cc(-c2ccco2)on1	3.6%	-2.4
O=C(C1CCN(S(=O)(=O)N2CCOCC2)CC1)N1CCN(c2ccc(F)cc2)CC1	2.9%	2.1
Cc1ccc(-c2nnc3ccc(SCC(=O)N4CCCc5ccccc54)nn23)cc1	1.0%	-4.4
Cn1cccc1-c1nc2ccccc2n1Cc1ccccc1	7.1%	.
COc1ccc(/C=N/NC(=O)COc2ccccc2-c2ccccc2)cc1	0.6%	7.7
Cn1cnc(S(=O)(=O)Nc2ccc3c(c2)OCCO3)c1	2.4%	6.1
OCC1(Cc2ccccc2)CCN(C2CCN(c3ccccc3F)CC2)CC1	0.4%	0.2
CCC(=NCCCN(CC)CC)c1c(O)n(-c2ccccc2)c(=O)[nH]c1=O	2.6%	-5.6
Cc1nnsc1NC(=O)OCC(C)(C)C	-4.8%	11.3
COCCNC(=O)C(C)N(c1ccc(OC)cc1)S(C)(=O)=O (stereo not drawn)	6.6%	7.5
CC1=NN(c2ccc(Cl)cc2)C(=O)/C1=C\c1cccn1-c1ccc(S(N)(=O)=O)cc1	-5.0%	.
Cc1cccc(OCc2nnc(SCC(=O)Nc3cccc(C(=O)N4CCOCC4)c3)n2C)c1C	2.7%	-8.3
C=C(C)c1cccc(C(C)(C)NC(=O)N2CCCC(C)C2)c1 (stereo not drawn)	-4.6%	3.8
O=C(NNC(=S)Nc1ccc(F)cc1)C1[C@H]2CCCC[C@@H]12 (stereo partly drawn)	6.9%	.
Cc1nn(C)cc1CN(C)C(=O)c1cc(-c2ccccc2)nc2ccc(Br)cc12	-3.8%	-17.2
O=C(/C=C/C=C/c1ccccc1)CC1(O)C(=O)N(CCc2ccccc2)c2ccccc21 (stereo not drawn)	.	7.1
CCC(c1nnnn1Cc1ccco1)N(CCc1ccccc1)Cc1cc2cc(C)ccc2[nH]c1=O (stereo not drawn)	1.9%	.
O=C(N/N=C/c1ccncc1)c1ccccc1[N+](=O)[O-]	1.8%	-8.8
O=C(CSc1ccc2nnc(-c3ccccn3)n2n1)NCc1ccco1	-1.0%	12.2
C=CCc1ccccc1OCC(O)CNC(C)C (stereo not drawn)	-3.3%	.
C=CCn1c(SC(C)C(N)=O)nc2sc(CC)cc2c1=O (stereo not drawn)	-5.9%	0.0
CC(C)(C)c1ccccc1NC(=O)c1cccnc1	5.2%	4.1
Cc1cc(S(=O)(=O)N2CCN=C2c2ccccc2)c(Cl)cc1Cl	1.4%	-5.7
O=C(COc1ncnc2ccccc12)Nc1ccc(Cl)c([N+](=O)[O-])c1	3.2%	-0.8
O=C(CN1CCCCCC1)Nc1ccccc1Oc1ccccc1	7.0%	1.6
CN1c2ccsc2/C(=N/Nc2ccccc2)CS1(=O)=O	-5.2%	8.6
COc1ccc(S(=O)(=O)N2CCCOC2CNC(=O)C(=O)NCCCn2ccnc2)cc1OC (stereo not drawn)	2.5%	1.9

Additional results follow:
structure	GlmU inhibition	Mtb RmlCD inh
Cc1ccc2c(c1)C(c1ccccc1)N(C(=O)c1ccc3c(c1)OCO3)CC(=O)N2 (stereo not drawn)	-3.4%	9.2
COC(=O)c1ccccc1-c1ccc(/C=C2\C(=O)N(c3ccccc3)N=C2c2ccccc2)o1	0.7%	.
COc1ccccc1CCNC(=O)Cc1cccs1	-1.9%	-6.3
O=C(Nc1cccc(S(=O)(=O)N2CCCCC2)c1)c1ccccc1NS(=O)(=O)c1ccc(F)cc1	5.7%	8.6
CC(=O)C(C)Oc1cc(C)cc2oc(=O)c(C)c(C)c12 (stereo not drawn)	2.6%	25.9
Cc1noc(C)c1C(=O)N(CC(=O)NC1CCCC1)Cc1ccccc1F	-2.5%	9.3
COc1c(F)c(F)c(C(=O)Nc2ccc(N3CCN(Cc4ccccc4)CC3)cc2)c(F)c1F	-3.2%	.
COc1ccc(NC(=O)CCNS(=O)(=O)c2cccc3nsnc23)cc1OC	1.1%	.
COc1ccccc1N1CCN(C(=O)C(F)F)CC1	-5.2%	.
CCCC(=O)NC(=S)Nc1ccc(S(=O)(=O)Nc2ccc(OCC)cc2)cc1	3.0%	-5.6
CCCCOc1ccc(/C=C2/Sc3ccccc3C2=O)cc1	-0.3%	10.0
Cc1ccc(-c2ccc(CO)o2)cc1N	0.5%	-15.4
O=C1CN(C(=S)Nc2ccccc2Cl)CCN1	2.9%	4.4
O=C(C1CCCN1S(=O)(=O)c1cccc2nsnc12)N1CCCCC1 (stereo not drawn)	2.8%	6.9
Cc1cc(C)cc(OC(C)c2ccnc3nc(/N=C/N(C)C)nn23)c1 (stereo not drawn)	-1.4%	15.0
C#CC(C)(CC)NC(=O)Cn1nnc(-c2ccc(S(C)(=O)=O)cc2)n1 (stereo not drawn)	0.9%	-5.8
CCOc1cc(N2CCOCC2)c(OCC)cc1NC(=O)COC(=O)[C@@H]1CCCN1S(=O)(=O)c1ccccc1F	-3.5%	9.4
Cc1nn(C)c(C(=O)Nc2ccn(Cc3ccccc3F)n2)c1[N+](=O)[O-]	-0.2%	.
CNc1ccccc1-c1nc2ccccc2n(C)c1=O	-4.8%	1.8
Cc1cc(C)nc(NC(=O)/C=C/c2ccc(Cl)cc2Cl)c1	.	7.5
COCCn1c(-c2cccc(Br)c2)nc2c(c(=O)c3ccccc3n2C)c1=O	2.2%	6.5
Cc1[nH]c2ccccc2c1C(=O)C(=O)N1CCCc2ccccc21	-7.8%	-4.1
Brc1ccc(/C=C/C=N/Nc2nc3ccccc3s2)cc1	-1.3%	.
NC(=O)c1c(NC(NC(=O)c2ccco2)(C(F)(F)F)C(F)(F)F)sc2c1CCCC2	4.5%	.
Cc1noc(C)c1COC(=O)c1ccccc1Sc1ccccc1C#N	2.9%	9.7
CC(C)CC(=O)Nc1ccc(C(=O)NN2C(=O)c3ccccc3C2=O)cc1	3.6%	71.9
Cc1ccccc1-n1c(=O)cc(N2CCc3ccccc3C2)[nH]c1=O	3.5%	-9.5
COc1ccc(NC(=O)NC2CC3CCCC(C2)N3Cc2ccccc2)cc1 (stereo not drawn)	-9.7%	-14.5
Cc1ccc(NC(=O)Cn2c(O)c(N=NC(=O)c3ccncc3)c3ccccc32)cc1	7.9%	3.6
Cn1c(CO)cnc1SCc1ccc(F)cc1	2.3%	5.2

Additional results:
structure	GlmU inhibition	Mtb RmlCD inh
O=c1cc(N2CCOCC2)cnn1-c1ccccc1	4.1%	2.3
Clc1ccccc1Cc1noc(CN2CCN(c3cnccn3)CC2)n1	1.6%	.
COC(=O)c1c(C)[nH]c(C(=O)OCC(=O)NC(C)(C)C)c1C	1.7%	.
O=C(Cn1nc(-c2ccccc2F)ccc1=O)Nc1ccc(S(=O)(=O)N2CCCCCC2)cc1	-1.9%	3.6
CC(C)Oc1cccc(C(=O)O)c1	-2.8%	.
CS(=O)(=O)N1CCN(c2nc(-c3ccc(F)cc3)cs2)CC1	1.2%	?
O/N=C/c1ccccc1OCc1ccc(Cl)cc1	-0.7%	-3.6
Cc1ccccc1NC(=O)c1ccc2c(c1)OCCO2	1.2%	26.6
COc1cc2c(cc1NC(=O)CN(C)Cc1ccc(OC)c(OC)c1)oc1ccccc12	2.8%	-9.2
O=C1CC(c2ccc(O)cc2)Oc2cc(O)cc(O)c21 (stereo not drawn)	-4.4%	.
Cc1ccc(N2C(=O)C3C(C(=O)c4ccccc4)=NN(c4ccccc4)C3C2=O)cc1 (stereo not drawn)	-0.5%	.
Cc1ccc(NC(=O)CSc2nnc(CCNC(=O)OC(C)(C)C)o2)c(C)c1	-1.2%	3.8
COc1ccc(NC(C)=O)cc1NC(C)c1nc2sc(C)c(C)c2c(=O)[nH]1 (stereo not drawn)	0.3%	14.5
Cc1c(C(=O)N2CCN(CCc3ccccc3)CC2)oc2ccccc12	1.1%	-9.6
COC(=O)c1cc(C(=O)OC)n(Cc2ccc(F)cc2)n1	-4.0%	-9.4
Cc1nn2c(N)csc2nc1=O	2.3%	11.2
CCCOc1cccc(C2/C(=C(/O)c3ccc(F)cc3)C(=O)C(=O)N2CCN(C)C)c1 (stereo not drawn)	5.5%	-4.6
COC(=O)[C@@H]1C[C@@H]2CC[C@@H](O)C[C@@H]2N1Cc1ccccc1OS(=O)(=O)c1ccc(C)cc1	-2.2%	.
Nc1ccc(SCCN2C(=O)c3ccccc3C2=O)cc1	2.1%	4.7
CN(C)C(=O)c1cc(C(=O)c2ccccc2Cl)c[nH]1	-0.8%	5.3
COc1ccc(NC(=O)C2CCCN(S(=O)(=O)c3c(C)[nH]c(=O)[nH]c3=O)C2)cc1Cl (stereo not drawn)	-2.6%	-2.9
COc1cc(CN2CCNC(=O)C2CC(=O)NCc2csc(C(C)C)n2)cc(OC)c1 (stereo not drawn)	7.0%	6.1

Part of the list above in order of formula weight, rising.
structure	GlmU inhibition	Mtb RmlCD inh
CC(C)(C)c1ccccc1NC(=O)c1cccnc1	5.2%	4.1
O=C(NCCc1ccccc1)c1cc(-c2ccco2)on1	3.6%	-2.4
Cc1c(C(=O)N2CCN(CCc3ccccc3)CC2)oc2ccccc12	1.1%	-9.6
CCCC(=O)NC(=S)Nc1ccc(S(=O)(=O)Nc2ccc(OCC)cc2)cc1	3.0%	-5.6
COc1ccc(C2CC(c3ccc([N+](=O)[O-])cc3)=NN2C(=O)c2ccccc2)cc1OC (stereo not drawn)	2.9%	9.2
